# High-throughput results as filed in PubChem BioAssay.
# V-ATPase pH: regulators of yeast V-ATPase proton pumping, primary screen, pHLuorin cytosolic pH fluorescence. S. cerevisiae. response, % at 10 µM. hit rate 0.37% among 350,000; in the data active = response mostly above about 7.3%, no sharp cut-off; inactive = mostly below about 5.4%; also: actives read high; inactives centre near 0; some compounds called inactive have numbers as strong as hits; reference of the scale not given here
# Cardiac RTF inh: cardiac RTF calcium sensitivity inhibitors, primary screen, biochemical, IANBD-TnC fluorescence, EC70 calcium. IANBD-labeled cardiac RTF, Ca2+ fluorescence. Troponin I, cardiac muscle (Homo sapiens) + Troponin T, cardiac muscle (Homo sapiens) + …. inhibition, % at 7.15 µM. hit rate 0.12% among 340,000. AID 493244, 2011;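 active = inhibition above the mean inhibition of all tested compounds plus 3 SD, cut at about 17% in these data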;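 also: assay run at fixed EC70 calcium of 1.6 mM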
# LANA DNA inh: inhibitors of KSHV C-LANA binding to DNA, primary screen, biochemical, fluorescence polarization, FAM-LBS DNA, MBP-C-LANA, single point | Kaposi's sarcoma herpesvirus LANA C-terminal domain (residues 932-1162) DNA binding | inhibition, % at 9 µM | hit rate 0.078% among 340,000;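 active = highest replicate inhibition at or above 60% at 9 µM, even if other replicates fall short; inactive = all replicates below 60% inhibition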;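 also: 0% = neutral control wells and 100% = 4 µM acridine orange control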
# CAL-PDZ inh HTS: untagged CAL PDZ binding inhibitors, primary screen, biochemical, fluorescence polarization, HTS; purified CAL PDZ, TMR-peptide fluorescence polarization, 1 h; inhibition, % at 24.9 µM; AID 602252, 2012; Golgi-associated PDZ and coiled-coil motif-containing protein (Homo sapiens), Q9HD26; hit rate 0.92% among 300,000;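 active = mean inhibition of at least 30% with at least half of replicates also reaching 30%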;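 also: 0% = DMSO neutral control and 100% = excess unlabeled competitor peptide PRC23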
# Keap1 Nrf2 FP: Keap1-Nrf2 protein-protein interaction inhibitors, primary screen, biochemical, fluorescence polarization, single point; inhibition, % at 9.4 µM; Keap1 Kelch-Nrf2 peptide fluorescence polarization, 1536-well; AID 504523, 2011; hit rate 0.15% among 340,000; Kelch-like ECH-associated protein 1 (Homo sapiens), Q14145; in the data active = inhibition above about 12%;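 also: human Keap1 Kelch domain with fluorescein labeled Nrf2 9mer peptide probe; 0% = neutral control wells and 100% = peptide positive control; higher means more block of Keap1 binding to Nrf2 peptide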
# Target sequence (Q14145 whole entry, looked up, the tested form may be a part): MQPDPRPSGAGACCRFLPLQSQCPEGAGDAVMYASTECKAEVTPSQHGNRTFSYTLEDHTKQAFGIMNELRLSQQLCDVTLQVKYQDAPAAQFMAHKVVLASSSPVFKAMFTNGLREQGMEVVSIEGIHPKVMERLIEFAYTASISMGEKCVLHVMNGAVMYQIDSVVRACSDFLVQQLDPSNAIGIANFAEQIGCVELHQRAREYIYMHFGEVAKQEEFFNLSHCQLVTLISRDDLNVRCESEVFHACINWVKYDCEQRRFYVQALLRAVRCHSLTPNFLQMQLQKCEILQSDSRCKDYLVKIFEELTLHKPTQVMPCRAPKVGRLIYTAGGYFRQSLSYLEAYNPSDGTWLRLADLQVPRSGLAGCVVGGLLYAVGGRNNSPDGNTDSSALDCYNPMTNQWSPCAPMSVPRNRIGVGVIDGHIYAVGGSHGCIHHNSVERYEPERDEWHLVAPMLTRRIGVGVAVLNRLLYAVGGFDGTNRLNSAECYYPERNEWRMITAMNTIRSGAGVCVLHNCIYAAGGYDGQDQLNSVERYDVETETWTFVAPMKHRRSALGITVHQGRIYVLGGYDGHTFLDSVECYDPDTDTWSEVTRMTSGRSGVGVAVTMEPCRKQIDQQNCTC
# MOR-DOR inv ag: inverse agonists of MOR-DOR heterodimerization, primary screen, cell-based, luminescence; Mu-type opioid receptor (Homo sapiens) + Delta-type opioid receptor (Homo sapiens), …; inhibition, % at 9.3 µM; hit rate 0.21% among 340,000; cell-based MOR-DOR heterodimer luminescence, inverse agonism; in the data active = inhibition above about 22%, passing the limit was not always enough;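 also: 0% = cells with DMSO and 100% = wells without cells with DMSO; values of inactives mirror those of a sister screen read the other way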
# cardiac RTF act: cardiac RTF calcium sensitivity activators, primary screen, biochemical, IANBD-TnC fluorescence, EC20 calcium | IANBD-labeled TnC RTF fluorescence at EC20 calcium; 0% EC20 calcium, 100% full calcium | hit rate 0.24% among 340,000 | activation, % at 7.2 µM | Troponin I, cardiac muscle (Homo sapiens) + Troponin T, cardiac muscle (Homo sapiens) + …;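 active = activation above the mean over all tested compounds plus 3 SD, cut at about 30% in these data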;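 also: rise in fluorescence read as greater calcium sensitivity of cardiac thin filaments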
# HTR5A inv ctr: HTR5A inverse agonists in luminescence cell assay, primary screen, counter-screen for OPRM1-OPRD1 heterodimer inverse agonist project, full-deck HTS; 5-hydroxytryptamine receptor 5A (Homo sapiens), P47898; HTR5A cell line, inverse agonism; inhibition, % at 9.3 µM; hit rate 0.083% among 340,000; AID 504634, 2011; in the data active = inhibition mostly above about 23%, no sharp cut-off; inactive = mostly below about 18%;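 also: 0% = cells with DMSO and 100% = no-cell wells with DMSO; some compounds called inactive have numbers as strong as hits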
# MOR-DOR ag: agonists of OPRM1-OPRD1 heterodimerization, primary screen, cell-based, luminescence; activation, % at 9.3 µM; AID 504326, 2011; Mu-type opioid receptor (Homo sapiens) + Delta-type opioid receptor (Homo sapiens), …; hit rate 0.3% among 340,000; cells; in the data active = activation above about 18%;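 also: 0% = vehicle-treated cells and 100% = reference agonist; values of inactives mirror those of a sister screen read the other way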
# HTR5A ag ctr: HTR5A agonists in luminescence cell assay, primary screen, counter-screen for OPRM1-OPRD1 heterodimer agonist project, full-deck HTS; cell-based; activation, % at 9.3 µM; hit rate 0.61% among 340,000; AID 504692, 2011; in the data active = activation mostly above about 9.5%, no sharp cut-off; inactive = mostly below about 7.6%;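 also: 0% = cells with vehicle only and 100% = reference agonist; strong numbers were not always called active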
# * hit, by the source's call; x = no result given.
# Screens in order: V-ATPase pH, Cardiac RTF inh, LANA DNA inh, CAL-PDZ inh HTS, Keap1 Nrf2 FP, MOR-DOR inv ag, cardiac RTF act, HTR5A inv ctr, MOR-DOR ag, HTR5A ag ctr
- O=C(CCC1CCCCC1)NC1CCCCC1
    -1, -2, 0.5, -4, -2, 8, -2, -5, -2.0, 2
- CC1(C)CC(=O)c2cc(C(=O)NNc3ccccc3)c(=O)n(-c3ccccc3)c2C1
    -1, -8, -0.5, -5, -6, -23, 1, 3, 4.0, -1
- COc1ccc(NC(=O)CCOc2ccc(C)cc2)c(OC)c1
    0, 4, 1.5, -3, 4, 17, 0, 6, -3.6, -2
- CCc1ccc(CN(C)C(=O)C2CCC(=O)N(Cc3cccc(OC)c3)C2)nc1 (configuration not stated)
    -1, -4, -1.5, 11, 2, 14, -6, 21, -2.8, 7
- Cc1nn(CCCC(=O)Nc2cc(Oc3ccc(F)cc3)cc([N+](=O)[O-])c2)c(C)c1[N+](=O)[O-]
    3, 2, 4.1, -3, -2, -27, 1, -23, 5.1, 2
- CCOC(=O)c1cc2c(=O)n3ccccc3nc2n(C(C)C)c1=NC(=O)c1c(-c2ccccc2Cl)noc1C
    -5, -2, 3.1, -2, -3, 8, 4, -15, -1.7, 0
- COc1cccc(C2=CC(=O)C[C@H](c3ccc(Cl)cc3)C2)c1
    1, 4, 0.1, -1, -3, -3, 0, -9, 0.5, 3
- O=C(NCC1(c2ccccc2)CCCC1)C1(c2ccccc2)CCCC1
    0, 1, -0.2, -5, 0, -10, 4, -6, 2.1, 2
- COc1ccc(C(=O)N2CCN(c3ccc(C)cc3)CC2)cc1OC
    1, -3, -0.3, x, -1, 8, 6, 4, -1.5, -1
- CN(C(=O)c1cccs1)c1ccc(OCC(=O)N2CCC(C(N)=O)CC2)cc1
    -1, 0, -0.1, x, -3, 0, 0, -28, 0.1, 1
- CC(C)c1ccc(CN2CCN(C(=O)CCl)CC2)cc1
    -1, -2, -0.5, -5, -6, 3, 4, 12, -0.6, -5
- Cc1ccsc1C(=O)OC1CCOC1=O (configuration not stated)
    -2, -6, 0.3, -1, -5, 5, 1, -3, -0.8, 0
- Cc1cc2c(n1-c1ccc(Cl)cc1)CC(C)(C)CC2=O
    5, -5, 0.4, x, 1, 13, -2, -2, -2.4, 0
- COCCNS(=O)(=O)c1cc(Br)ccc1OC
    -4, 3, 0.5, -4, 3, 10, 0, -15, -1.8, 3
- Cc1nnc(SCC(=O)Nc2nsc(-c3ccc(C(C)(C)C)cc3)n2)s1
    0, -6, 0.0, x, 0, 5, 0, -3, -0.9, 1

# Part of the list above in order of SMILES length, rising.
# Screens in order: V-ATPase pH, Cardiac RTF inh, LANA DNA inh, CAL-PDZ inh HTS, Keap1 Nrf2 FP, MOR-DOR inv ag, cardiac RTF act, HTR5A inv ctr, MOR-DOR ag, HTR5A ag ctr
- Cc1ccsc1C(=O)OC1CCOC1=O (configuration not stated)
    -2, -6, 0.3, -1, -5, 5, 1, -3, -0.8, 0
- O=C(CCC1CCCCC1)NC1CCCCC1
    -1, -2, 0.5, -4, -2, 8, -2, -5, -2.0, 2
- CC(C)c1ccc(CN2CCN(C(=O)CCl)CC2)cc1
    -1, -2, -0.5, -5, -6, 3, 4, 12, -0.6, -5
- COc1ccc(NC(=O)CCOc2ccc(C)cc2)c(OC)c1
    0, 4, 1.5, -3, 4, 17, 0, 6, -3.6, -2
- O=C(NCC1(c2ccccc2)CCCC1)C1(c2ccccc2)CCCC1
    0, 1, -0.2, -5, 0, -10, 4, -6, 2.1, 2
- COc1cccc(C2=CC(=O)C[C@H](c3ccc(Cl)cc3)C2)c1
    1, 4, 0.1, -1, -3, -3, 0, -9, 0.5, 3
- Cc1nnc(SCC(=O)Nc2nsc(-c3ccc(C(C)(C)C)cc3)n2)s1
    0, -6, 0.0, x, 0, 5, 0, -3, -0.9, 1
- CCc1ccc(CN(C)C(=O)C2CCC(=O)N(Cc3cccc(OC)c3)C2)nc1 (configuration not stated)
    -1, -4, -1.5, 11, 2, 14, -6, 21, -2.8, 7
- CC1(C)CC(=O)c2cc(C(=O)NNc3ccccc3)c(=O)n(-c3ccccc3)c2C1
    -1, -8, -0.5, -5, -6, -23, 1, 3, 4.0, -1
- CCOC(=O)c1cc2c(=O)n3ccccc3nc2n(C(C)C)c1=NC(=O)c1c(-c2ccccc2Cl)noc1C
    -5, -2, 3.1, -2, -3, 8, 4, -15, -1.7, 0
- Cc1nn(CCCC(=O)Nc2cc(Oc3ccc(F)cc3)cc([N+](=O)[O-])c2)c(C)c1[N+](=O)[O-]
    3, 2, 4.1, -3, -2, -27, 1, -23, 5.1, 2

# Remaining list, next part
# Screens in order: V-ATPase pH, Cardiac RTF inh, LANA DNA inh, CAL-PDZ inh HTS, Keap1 Nrf2 FP, MOR-DOR inv ag, cardiac RTF act, HTR5A inv ctr, MOR-DOR ag, HTR5A ag ctr
- O=C(C=Cc1ccccc1O)c1ccccc1O
    5, -4, 0.6, -1, -1, -1, 2, 9, 0.2, -2
- Cn1c(CN2CCCCC2)nc2cc([N+](=O)[O-])ccc21
    2, 3, -1.1, -4, 1, 6, -4, 2, -1.1, -1
- O=C(NCCS(=O)(=O)N1CCN(c2ccc(F)cc2)CC1)c1ccc(Br)o1
    0, -3, 2.8, -4, -6, -9, -1, 13, 1.7, -2
- COc1cc(C(=O)OCC(=O)c2cc(C)n(CC3CCCO3)c2C)ccc1OCC(=O)N1CCOCC1 (configuration not stated)
    9, -6, 1.1, -2, -2, 3, 2, -17, -0.6, 1
- Cc1cc(-c2ccco2)n(-c2ccccc2)n1
    -3, 1, 1.6, -3, -10, 15, 1, 3, -2.4, 3
- Cc1nccc(-c2cccc(N/N=C(\C#N)C(=O)c3ccccc3)c2)n1
    -8, -1, 0.9, -3, -5, 2, 17, 2, -0.4, 0
- COc1ccccc1CN(C(=O)c1ccco1)C(C(=O)NC1CCCC1)c1ccncc1 (configuration not stated)
    2, -15, 1.2, -1, -3, 10, 8, 9, -1.7, 4
- Cc1cc(C)c(C)c(Oc2ncnc(N)c2[N+](=O)[O-])c1
    4, 3, -0.3, -2, -2, 17, -3, 3, -3.4, -5
- COc1ccc(C(O)Cn2cc([N+](=O)[O-])nc2C)cc1 (configuration not stated)
    0, 4, -2.2, 0, 0, 19, -7, 17, -3.6, -5

# Single records, from the list above.
# Cc1cc(-c2ccco2)n(-c2ccccc2)n1 across the screens: V-ATPase pH = -3; Cardiac RTF inh = 1; LANA DNA inh = 1.6; CAL-PDZ inh HTS = -3; Keap1 Nrf2 FP = -10; MOR-DOR inv ag = 15; cardiac RTF act = 1; HTR5A inv ctr = 3; MOR-DOR ag = -2.4; HTR5A ag ctr = 3
# Cc1nccc(-c2cccc(N/N=C(\C#N)C(=O)c3ccccc3)c2)n1 across the screens: V-ATPase pH = -8; Cardiac RTF inh = -1; LANA DNA inh = 0.9; CAL-PDZ inh HTS = -3; Keap1 Nrf2 FP = -5; MOR-DOR inv ag = 2; cardiac RTF act = 17; HTR5A inv ctr = 2; MOR-DOR ag = -0.4; HTR5A ag ctr = 0

# Outcome played no part in choosing rows; any-hit rate near 2.8%.
